IP6K1 inh: blocks human inositol hexakisphosphate kinase 1 | AID 1645851 | IP6K1 kinase, ADP-Glo luminescence, 2 h; hits give low values | activity change, % (series mostly up to about 58 µM) | Q92551 | hit rate 0.81% among 140,000; in the data active = activity change below about -25%
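ADP-Glo luminescence measures ADP made by human IP6K1 during a 2 h RT reaction with ATP/IP6 (mix at 1.3 mM/130 uM); top library doses 57.5 and 19.1 uM final.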
3T3 cytotox: kills NIH 3T3 cells. hit rate 4.3% among 94,000. Potency, µM (top dose mostly 96.7 µM), without a hit: at the top dose activity change, negative = cytotoxicity, hits mostly inhibitors. NIH 3T3 viability, CellTiter-Glo ATP luminescence, 48-72 h; also: potency is read from the fitted curve at half-maximal effect; nearly all actives have a fitted effect of over 55% in size
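Luminescent ATP readout (CellTiter-Glo, 10 min RT) after 48 or 72 hr compound exposure of NIH 3T3 cells seeded at 400 cells/well in 1536-well format; quantitative HTS.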
GPT2 inh: inhibitors of human GPT2 alanine aminotransferase | Q8TD30 | Recombinant GPT2, coupled pyruvate oxidase/HRP Amplex Red fluorescence | Potency, µM (top dose mostly 57.7 µM), without a hit: at the highest dose activity change, negative = inhibition, actives largely listed as inhibitors | hit rate 0.25% among 100,000 | AID 1671188; also: potency is read from the fitted curve at half-maximal effect; nearly all actives have a fitted effect of over 60% in size; many of its hits are not listed in these tables
Target sequence (Q8TD30 whole entry, looked up): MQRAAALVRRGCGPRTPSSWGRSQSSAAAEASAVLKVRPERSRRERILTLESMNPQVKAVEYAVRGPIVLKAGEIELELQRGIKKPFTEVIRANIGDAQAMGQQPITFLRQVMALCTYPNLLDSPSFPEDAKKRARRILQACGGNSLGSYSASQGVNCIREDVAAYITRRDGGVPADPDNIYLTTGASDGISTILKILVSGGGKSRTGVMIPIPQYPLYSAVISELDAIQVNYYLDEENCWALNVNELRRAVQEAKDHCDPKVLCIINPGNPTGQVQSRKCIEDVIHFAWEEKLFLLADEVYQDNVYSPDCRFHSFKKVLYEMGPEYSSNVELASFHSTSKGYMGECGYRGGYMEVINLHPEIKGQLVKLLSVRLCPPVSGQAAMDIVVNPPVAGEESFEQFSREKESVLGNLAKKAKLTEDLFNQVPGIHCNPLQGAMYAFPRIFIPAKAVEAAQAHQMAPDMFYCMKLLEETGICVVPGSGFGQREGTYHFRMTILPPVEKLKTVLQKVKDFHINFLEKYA
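GPT2 10ng/uL, a-KG 250uM, L-Ala 2mM, HEPES pH7.5 + 0.0001% Tween; 30 min RT. Then Amplex mix (PO/HRP/ThPP), 30 min RT dark, fluorescence. AOA 50uM used as positive control.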
SNCA viab count: reduces viability of HEK-293 SNCA reporter cells | HEK-293-SNCA-luc viability, GF-AFC fluorescence, 24 h | Potency, µM (doses to about 57.1 µM), for the others: at the highest dose activity change, negative = cytotoxicity, hits mostly cytotoxic | hit rate 0.12% among 150,000;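 also: potency is read from the fitted curve at half-maximal effect; 0% = DMSO-treated cells and -100% = medium-only wells without cells; nearly all actives have a fitted effect of over 30% in size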
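HEK-293-SNCA-luc cells (1500/well) plated 24 h, then exposed 24 h to a dilution series; GF-AFC added 30 min at 37C, fluorescence 405/540 nm; normalised to medium-only and DMSO wells, Hill fit.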
SNCA expr inh: inhibitors of alpha-synuclein (SNCA) gene expression | HEK-293 SNCA-luciferase knock-in, luminescence, 24 h | Potency, µM (doses to about 57.2 µM), for the others: top-dose activity change, negative = inhibition, actives largely listed as inhibitors | hit rate 0.17% among 140,000 | AID 1671194;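 also: potency is read from the fitted curve at half-maximal effect; plate controls were DMSO cells for no effect and cell-free wells for full effect; nearly all actives have a fitted effect of over 45% in size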
HEK293 tox: HEK 293 cell cytotoxicity | HEK 293 viability, ATP luminescence (CellTiter-Glo), 48-72 h | hit rate 6.6% among 94,000 | Potency, µM (top dose mostly 115 µM), inactives show at the top dose activity change, negative = cytotoxicity, hits mostly inhibitors; also: potency is read from the fitted curve at half-maximal effect; nearly all actives have a fitted effect of over 60% in size
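CellTiter-Glo luminescence (cellular ATP) was read after 48 or 72 hr of compound exposure at 37 degree Celsius. Cells were HEK 293 plated at 250 cells/well.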
FLuc inh: Photinus pyralis luciferase inhibition; P08659; purified P. pyralis luciferase, luminescence, biochemical; Potency, µM (highest dose often 115 µM), without a hit: top-dose activity change, negative = inhibition, hits mostly inhibitors; hit rate 2.5% among 76,000; also: potency is read from the fitted curve at half-maximal effect; nearly all actives have a fitted effect of over 65% in size
Target sequence (P08659 whole entry, looked up): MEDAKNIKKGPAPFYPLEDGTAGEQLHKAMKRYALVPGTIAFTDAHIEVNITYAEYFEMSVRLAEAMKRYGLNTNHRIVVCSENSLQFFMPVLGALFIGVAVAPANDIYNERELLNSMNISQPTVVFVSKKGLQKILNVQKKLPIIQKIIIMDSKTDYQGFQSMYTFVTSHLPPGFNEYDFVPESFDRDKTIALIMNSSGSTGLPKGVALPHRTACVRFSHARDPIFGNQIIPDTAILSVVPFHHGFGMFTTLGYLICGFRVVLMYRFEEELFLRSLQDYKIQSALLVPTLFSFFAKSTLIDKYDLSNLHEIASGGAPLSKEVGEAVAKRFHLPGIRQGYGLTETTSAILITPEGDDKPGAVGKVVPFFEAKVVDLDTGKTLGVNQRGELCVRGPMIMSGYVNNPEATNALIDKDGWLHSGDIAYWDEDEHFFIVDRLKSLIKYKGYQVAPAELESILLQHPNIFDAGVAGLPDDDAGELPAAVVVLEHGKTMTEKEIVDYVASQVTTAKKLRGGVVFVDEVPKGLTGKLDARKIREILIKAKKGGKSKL
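FLuc 10nM, D-luciferin 10uM, ATP 10uM, Mg acetate 10mM, Tris acetate pH 7.5, Tween/BSA; cpd qHTS; enzyme added last; CCD luminescence.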
Numbers without * were called inactive; i = inactive; ? = inconclusive; / = no result given; & = joins results of further samples; ! = not confirmed by another sample; [ ] = dose if it differs, or a comment. Unless noted, calls follow the shape of the dose curve; as a rule, active = well fitted curve in the direction sought with a large enough effect; inconclusive = small, poorly fitted or top-dose-only effect, or another doubt; inactive = no such curve, though single readings can be large; an effect the other way counts as inactive or inconclusive. Unless noted, % is scaled to controls: 0 for no effect and ±100 for the full control effect. This is a subset; rates above refer to the full screens.

SMILES	IP6K1 inh	3T3 cytotox	GPT2 inh	SNCA viab count	SNCA expr inh	HEK293 tox	FLuc inh
CCOc1ccc(C(=O)N[C@H]2C[C@@H]3OCC[C@H]23)cc1OCC	12	-19%	i	0%	-12%	2%	-5%
CNC(=O)N1C[C@@H](CN(C)C)[C@H](NS(=O)(=O)c2c(C)noc2C)C1	8	-9%	i	6%	-25%	2%	-11%
CCN(C(=O)c1cc2c(Cl)nc3ccc(C)cc3c2s1)c1cc(OC)ccc1OC	7	/	/	0%	15%	/	/
COc1ccc(NC(=O)C2CCN(c3cc(C(F)(F)F)ncn3)CC2)c(OC)c1	-7	-21%	i	-4%	?	-16%	8%
CCc1ccccc1NC(=O)C(=O)c1cc(C)n(-c2ccccc2F)c1C	2	/	/	-3%	62%[activator]	/	/
COCC(=O)NC1CCC12CCN(S(=O)(=O)C(C)C)CC2 (configuration not stated)	0	-21%	i	-4%	-10%	-13%	-5%
COc1cccc(NC(=O)CSc2nc(=O)n(Cc3ccccn3)c3c2CCC3)c1	5	/	/	-7%	-6%	/	/
Cc1ccc(Cn2c(C)c(CNCc3ccc(OC(C)C)cc3)c(C(=O)O)c2C)cc1	-10	/	/	1%	-15%	/	/
CC(C)c1noc(-c2cccn3c(CNC(=O)c4ccc(Cl)cc4)nnc23)n1	5	?	i	-8%	-27%	?	2%
CC(C)NC(=O)N1C[C@@H](F)[C@@H](OCc2nc3ccccc3o2)C1	8	-13%[174 µM]	-2%[88.5 µM]	2%[87.6 µM]	-2%[87.6 µM]	-6%[172 µM]	0%[172 µM]
COCCN1C(=O)c2ccccc2C(C(=O)NCCc2c[nH]c3ccccc23)C12CCCC2 (configuration not stated)	1	-11%	i	-18%	-21%	?	0%
COc1ccccc1CCNC(=O)Cc1ccc(NC(=O)N2CCSc3ncccc32)cc1	-15	/	/	3%	-17%	/	/
CCOc1cccc2sc(N(Cc3cccnc3)C(=O)c3ccco3)nc12	17	/	/	5%	-5%	/	/
O=C1CC(c2cccc(Cl)c2Cl)c2cc3c(cc2N1)OCCO3 (configuration not stated)	22	/	/	7%	?	/	/
O=C(N[C@H]1CCN2C(=O)c3cc(-c4ccccc4F)ccc3NC(=O)[C@H]12)c1cccs1	-2	?	-5%	-9%	5%	?	?
O=C(c1cc(Cl)ccc1F)N1CCC(Cc2nc(-c3cnccn3)no2)CC1	1	?	i	-4%	-4%	?	16%
CCCN(C)C(=O)CCC[C@H]1NC[C@@H]2C[C@H]1CN(Cc1ccccc1)C2	10	-6%	i	-4%	-6%	-15%	1%
Fc1ccc(-c2cccc(CN3CC4CCC(C3)N4c3ccc(C(F)(F)F)cc3)c2)c(F)c1	10	-29%	1%	10%	-31%	?	/
Cc1cc2nc(-c3ccc(OCc4ccc(F)cc4)cc3)cc(C(F)(F)F)n2n1	7	/	/	-2%	28%	/	/
CCOC(=O)C1(Cc2ccccc2C)CCCN(Cc2nccn2CC)C1 (configuration not stated)	8	?	-8%	-18%	-24%	?	6%
COCc1nncn1C1CCN(C(=O)c2cc(F)cc(F)c2)CC1	8	i	i	7%	-30%	-1%	-6%
CN(C)C(=O)C1CN(C(=O)CCCc2ccccc2)CC12CCOCC2 (configuration not stated)	2	4%	i	0%	15%	-2%	-3%
CCOc1ccc(CCNC(=O)c2ccc(-c3nc(CSc4ccccc4)c(C)o3)cc2)cc1	-16	/	/	7%	0%	/	/
CC(C)(C)c1cc(C(=O)NCCc2ccc(Cl)cc2)nn2cccc12	7	?	-12%	4%	-23%	?	/
N#Cc1cccc(-c2cn3c(n2)N(C(=O)c2ccoc2)CCC3)c1	4	-3%	i	-11%	18%	-28%	?
OC1(CN2CCN(CCc3ccccn3)CC2)CCCNC1 (configuration not stated)	-3	3%	-1%	2%	12%	-5%	15%
CCOC(=O)C1CCCN(C(=O)c2nc3sccn3c2-c2cccc(OC)c2)C1 (configuration not stated)	15	-14%	i	-12%	0%	-25%	/
CC(C)c1noc(-c2cn(C3CCN(C(=O)c4ccc(F)cc4)CC3)nn2)n1	14	-5%	i	1%	1%	-30%	7%
COc1ccc2oc(=O)c(C(=O)NCCc3c(C)[nH]c4c(Cl)cccc34)cc2c1	27	/	/	8%	-6%	/	/
COc1ccc(-c2noc(C(=O)O)c2[C@@H](C)NC(=O)C2CCCC2)cc1	11	-11%[138 µM]	-19%[88.5 µM]	1%[87.6 µM]	-19%[87.6 µM]	-10%[172 µM]	-10%[172 µM]
Cn1nc(C2CC2)cc1NC(=O)c1ccccc1F	4	-16%[138 µM]	i	-6%[87.6 µM]	119%[activator][87.6 µM]	i	/
CCCCNC(=O)Cn1c(=O)cc(C)c2c(C)nn(-c3cccc(Cl)c3C)c21	6	/	/	4%	21%	/	/
CN1C(=O)C(c2ccccc2)CC12CCN(CCC(=O)O)CC2 (configuration not stated)	22	1%	5%	-8%	-7%	4%	-1%
COCCc1noc([C@@H]2CC(F)(F)CN2C(=O)c2cnc(C)cn2)n1	9	-9%	-2%	-5%	-23%	-10%	-3%
CN(Cc1cn(-c2ccccc2)nn1)Cc1noc(C2CCC2)n1	3	-19%	-7%	-3%	10%	?	5%
COc1ccc(Nc2nc(-c3ccccc3)c3cc(Br)ccc3n2)cc1	37	/	/	-11%	10%	/	/
Cc1ccc(CNc2nc3c(c(=O)n(C)c(=O)n3C)n2Cc2ccc(Cl)cc2)cc1	17	/	/	8%	-24%	/	/
Cc1ccc([S+](=O)([O-])N2CCCC(N3C(=O)c4c(c(C)nn4-c4ccccc4)C3C)C2)cc1 (configuration not stated)	-1	3%	/	/	/	-7%	/
Cc1ccc(CNC(=O)CCc2conc2-c2ccc(F)cc2)o1	13	?	?	-1%	5%	-18%	-2%
COc1ccc(F)cc1-c1cccc(C(=O)NCCNC(=O)c2ccc(F)cc2)c1	-7	?	-5%	5%	-1%	35µM*	/
CCc1ccc(-n2cnc3cc(C(=O)NCc4ccc(C)cc4)ccc32)cc1	-15	/	/	-4%	-14%	/	/
COc1ccc(OC)c(Nc2cc(C(=O)NCc3ccccc3)c3ccccc3n2)c1	3	/	/	27%	12%	/	/
C=CCNc1ncnc2ccc(Br)cc12	/	/	i	-2%	-10%	/	/
CC(NC(=O)c1ccc(Nc2nc3ccccc3n3nnnc23)cc1)c1ccccc1 (configuration not stated)	13	/	/	-7%	43%[activator]	/	/
COc1ccc(CNC(=O)[C@@H]2CCC[C@@H](NCc3c(C)noc3C)CN(C)C(=O)C2)cc1	4	3%	-9%	-6%	24%	4%	4%
COc1ccccc1CCNC(=O)c1cccn1-c1nnc(N2CCCCC2)s1	0	/	/	?	52%[activator]	/	/
O=C(c1ccco1)N1CCCN(c2cc(-c3ccc(Br)cc3)[nH]n2)CC1	-4	?	-23%	-11%	44%[activator]	?	?
O=C(CCn1ccn2nc3c(c2c1=O)CCCC3)Nc1ccc(F)cc1Br	22	i	-4%	4%	11%	-6%	-1%
COc1ccccc1NC(=O)CSc1ncc(CO)n1Cc1ccc(F)cc1	-12	/	/	23%	55%[activator]	/	/
Cc1ccccc1C(=O)N1CCCCC12Cc1ccccc1NC2=O (configuration not stated)	6&14	?	3%&1%[88.5 µM]	4%&9%[87.6 µM]	-1%&-7%[87.6 µM]	112µM*!	-6%&-13%[172 µM]

Going on with the list:
SMILES	IP6K1 inh	3T3 cytotox	GPT2 inh	SNCA viab count	SNCA expr inh	HEK293 tox	FLuc inh
COc1ccc(-c2cc(C(=O)O)n(Cc3ccccc3)n2)cc1	-17	/	/	-19%	18%	/	/
COc1ccccc1-n1c(=O)c(C(=O)N2CCOCC2)nc2cccnc21	11	-18%	i	8%	143%[activator]	4%	/
CCc1nn2c(=O)cc(COC(=O)c3cccs3)nc2s1	-3	/	/	11%	175%[activator]	/	/
CCOC(=O)c1cnc2cc(-c3ccc(Cl)cc3)nn2c1-c1ccccc1	-2	/	/	-7%	?	/	/
C#CCNC(=O)C[C@@H]1O[C@H](CNS(=O)(=O)c2ccc(C)cc2)[C@@H](O)[C@H]1O	-1	-16%[174 µM]	-8%[88.5 µM]	3%[87.6 µM]	3%[87.6 µM]	-2%[172 µM]	12%[172 µM]
CCCC(=O)N1CCC2CC(=O)NCCC2C1 (configuration not stated)	-22	1%[174 µM]	-5%[88.5 µM]	2%[87.6 µM]	3%[87.6 µM]	-1%[230 µM]	/
CC(C)c1csc(CN2CC[C@@H](c3ccc4c(c3)OCO4)[C@H](O)C2)n1	-18	?	i[11.5 µM]	-9%	7%	22µM*	-3%
CC1=C(C(=O)NCc2cccc(Cl)c2)C2(CCCCCC2)OC1=O	-6	/	/	?	15%	/	/
O=C(NC[C@H]1Cn2c(-c3ccc(F)cc3)cnc2CO1)C1CCCC1	18	-20%[138 µM]	-9%[88.5 µM]	1%[87.6 µM]	9%[87.6 µM]	-2%[172 µM]	-10%[172 µM]
COCCOCC1(CNC(=O)c2ccc(OC)cc2)C[C@@H](O)[C@@H](O)C1 (some centres not stated)	-7	i	i	-4%[87.6 µM]	-2%[87.6 µM]	i	-5%[172 µM]
CC(=O)Nc1ccc(-c2c(-c3ccc4c(c3)OCO4)nn(-c3cc(C)ccc3C)c2OC(C)=O)cc1	1	?	?	?	-13%	40µM*	-3%
COc1ccccc1N1CCN(C2CCCN(Cc3cccc(C)n3)C2)CC1 (configuration not stated)	7	-4%	-26%	-1%	7%	?	-3%
Cc1ccc(-n2c(=O)c3cccnc3n2CC(=O)NCc2ccc(Cl)cc2)cc1	5	/	/	3%	-12%	/	/
O=C1CC2CCCC(C1)N2C(=O)c1ccccc1	8	5%[138 µM]	i	8%[87.6 µM]	5%[87.6 µM]	-10%[172 µM]	-4%[172 µM]
Cc1ccc(Cl)cc1NC(=O)CSCc1cnn(-c2ccccc2)c1-n1cccc1	25	/	/	-16%	?	/	/
CN1C(=O)CC(C(=O)O)C12CCN(Cc1ccccc1OC1CCCC1)CC2 (configuration not stated)	-9	-1%	3%	3%	19%	-6%	9%
CN1CCOc2c(C(=O)NCc3cnn(C)c3)cc(-c3cccnc3)cc21	-7	35µM*	3%[88.5 µM]	-12%[87.6 µM]	-15%[87.6 µM]	?	4%[172 µM]

A run of entries from the list above:
SMILES	IP6K1 inh	3T3 cytotox	GPT2 inh	SNCA viab count	SNCA expr inh	HEK293 tox	FLuc inh
COc1ccc(-c2cc(C(=O)O)n(Cc3ccccc3)n2)cc1	-17	/	/	-19%	18%	/	/
COc1ccccc1-n1c(=O)c(C(=O)N2CCOCC2)nc2cccnc21	11	-18%	i	8%	143%[activator]	4%	/
